High-throughput results as filed in PubChem.
p-CIP stab down = p/CIP-EGFP fusion destabilizers, primary screen, fluorescence, F442A cells; Q05BA5; 16 h; decrease of EGFP signal, % at 10 µM; 0.01% of 290,000 active;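 active means EGFP signal decrease of at least 30% at 10 µM or well 3 SD below plate mean, unless failing retest; inactive means the rest, including hits failing retest or dose response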; further: some compounds called inactive have numbers as strong as hits; many of its hits are not listed in these tables
IDE cell inh = human IDE inhibitors in live cells, primary screen, fluorescence polarization, HEK cells, FAbetaB substrate. 0.41% of 320,000 active. FAbetaB cleavage. inhibition, % at 5.59 µM. AID 434962, 2010;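 active means percent inhibition above the average of all tested compounds plus 3 SD, set per screening campaign, cut at about 16% in these data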;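 further: IDE supplied by intact live HEK cells; FP after avidin binding of uncleaved biotin substrate so inhibition keeps polarization high; 0% = DMSO wells and 100% = 60 µM reference IDE inhibitor Ii1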
CRFBP-R2 block = antagonists of CRF-BP/CRF-R2 complex, primary screen, cell-based, HEK293, calcium dye fluorescence, uHTS; inhibition, % at 11.8 µM; 0.59% of 350,000 active; AID 588475, 2011; CRF-induced calcium fluorescence;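 active means inhibition of the ligand-induced calcium signal above about 50% at the single tested concentration, limit read from the data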
IDE act = human IDE activators in live cells, primary screen, fluorescence polarization, HEK cells, FAbeta-B substrate; activation, % at 5.96 µM; AID 493087, 2011; 0.073% of 340,000 active; FAbeta-B cleavage; 0% vehicle, 100% cell-free pure enzyme wells;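 active means activation above the mean of all tested compounds plus 3 SD, set per screening campaign, cut at about 17% in these data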
PHOSPHO1 block = PubChem AID 1565 | recombinant PHOSPHO1, absorbance phosphatase assay | 1.1% of 290,000 active | inhibition, % at 13.3 µM | Phosphoethanolamine/phosphocholine phosphatase (Homo sapiens), Q8TCT1; in the data active means inhibition above about 60%
CRFR2-BP ag = agonists of CRF-BP/CRF-R2 complex, primary screen, cell-based, HEK293, calcium dye fluorescence, uHTS; calcium dye fluorescence (FLIPR); percent of saturating CRF peptide response; activation, % at 13.2 µM; 0.46% of 350,000 active; AID 588473, 2011; CRF-binding protein / CRF receptor 2 complex (human);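 active means activation of at least 50%, plus an integration ratio under a set limit after plate pattern correction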;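 further: plate controls were neutral control wells without compound for no effect and CRF at EC100 for full effect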
M4 PAM = human M4 muscarinic receptor positive allosteric modulators, primary screen, CHO-K1 cells, Fluo-8 calcium fluorescence; Muscarinic acetylcholine receptor M4 (Homo sapiens), P08173; CHO-K1 hM4/Gqi5, ACh EC20; 0% = ACh EC20, 100% = maximal ACh; 0.4% of 360,000 active; activation, % at 3 µM;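 active means activation above its plate's cutoff, the mean activation of sample wells plus 3 SD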; further: some results filed as inactive read as strong as hits
Target sequence (P08173 whole entry, looked up): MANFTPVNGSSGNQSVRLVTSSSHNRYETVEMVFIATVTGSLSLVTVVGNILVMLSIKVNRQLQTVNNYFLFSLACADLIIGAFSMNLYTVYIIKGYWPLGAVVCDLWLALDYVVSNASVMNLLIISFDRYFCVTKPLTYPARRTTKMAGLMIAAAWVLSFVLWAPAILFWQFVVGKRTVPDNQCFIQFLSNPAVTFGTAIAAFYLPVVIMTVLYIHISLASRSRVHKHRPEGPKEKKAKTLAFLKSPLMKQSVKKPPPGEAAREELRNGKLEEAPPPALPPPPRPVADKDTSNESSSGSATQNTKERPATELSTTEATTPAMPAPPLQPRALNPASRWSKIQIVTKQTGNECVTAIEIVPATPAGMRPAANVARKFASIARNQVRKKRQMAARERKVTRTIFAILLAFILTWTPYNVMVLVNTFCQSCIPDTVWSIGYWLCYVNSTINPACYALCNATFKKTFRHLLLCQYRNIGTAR
GalR3 antagonist = GalR3 antagonists in HEK293 cells, primary screen, cell-based, fluorescence readout; Galanin receptor type 3 (Homo sapiens), O60755; HEK293 GalR3-CNG cAMP membrane potential fluorescence; galR3 body fused to GalR1 C-terminus; inhibition, % at 3 µM; 0.44% of 360,000 active; AID 651719, 2012;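 active means inhibition above the screen-wide average plus 3 SD, cut at about 13% in these data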;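 further: forskolin and galanin both at EC90 stimulate the cells; cAMP rise reported by CNG channel membrane potential dye signal; 0% = forskolin plus galanin with DMSO and 100% = forskolin alone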
Target sequence (O60755 1-299 limits assumed): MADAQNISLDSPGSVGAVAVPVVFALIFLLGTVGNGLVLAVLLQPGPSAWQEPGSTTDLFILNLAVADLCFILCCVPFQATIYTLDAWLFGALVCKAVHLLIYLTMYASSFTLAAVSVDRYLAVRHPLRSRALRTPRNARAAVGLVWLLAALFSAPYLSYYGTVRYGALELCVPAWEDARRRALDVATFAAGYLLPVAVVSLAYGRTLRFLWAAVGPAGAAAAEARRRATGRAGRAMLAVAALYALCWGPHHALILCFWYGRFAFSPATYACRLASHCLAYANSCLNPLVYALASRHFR
MEKK3 PB1 HTS = modulators of MEKK3-MEK5 PB1 binding, primary screen, biochemical, wildtype MEKK3, multiplex bead flow cytometry, Alexa488-MEK5. AID 1529, 2009. Mitogen-activated protein kinase kinase kinase 3 (Homo sapiens), Q99759. binding response (% of control), % at 10 µM. 1.4% of 290,000 active. bead-based flow cytometry, Alexa488-MEK5 binding to MEKK3; actives lie on both sides; 0 = blocked by unlabeled MEK5, 100 = vehicle;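 active means binding response more than 3 SD above or below the average of its plate-row segment, actives on both sides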;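 further: Alexa488 bead fluorescence after subtracting the streptavidin-only scavenger bead signal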
The depositor's hits bear a star; . = not tested or not shown. This is a subset. The share of hits here may be higher or lower than overall.

SMILES	p-CIP stab down	IDE cell inh	CRFBP-R2 block	IDE act	PHOSPHO1 block	CRFR2-BP ag	M4 PAM	GalR3 antagonist	MEKK3 PB1 HTS
COc1cccc(C)c1NC1=NCCO1	.	.	17	.	.	0.7	12	7	.
C/C=C1/C[N+]2(C)CCC34C(=C(C=O)[C@H]1C[C@@H]32)Nc1ccccc14 (stereo not given in full)	.	5	2	5	.	0.4	-8	-1	.
Cc1ccc(C2N(c3ccccn3)C(=O)C3CCCN32)o1 (stereo not given)	3	-3	47	0	-10	1.8	-2	-5	101
O=C1NC(=S)N(c2ccc(Cl)cc2)C(=O)/C1=C/N1CCN(C(=O)c2ccco2)CC1	-3	4	-2	-3	14	7.5	9	4	104
C/C(=N\N=C(N)N)c1ccccc1	4	10	0	0	37	-0.2	-8	-4	104
COC(=O)C1=C(c2ccc(F)cc2OCc2ccccc2)C[C@@H]2CC[C@H]1N2C(=O)NCCO	.	2	0	2	.	-0.3	-6	.	.
CCCCCn1cc(C(=O)C(=O)N2CCOCC2)c2ccccc21	-2	0	-6	4	43	-0.6	-1	-2	95
CC(C)OC1CCCC(O)C1CC(=O)O (stereo not given)	-2	12	9	7	-36	0.2	17	-7	99
CC(C)(C)C(=O)O[C@H]1CC[C@@]2(C)C(=CC(=O)C3C2CC[C@]2(C)C(=O)[C@@H](F)CC32)C1 (stereo not given in full)	.	-3	-17	2	.	-0.3	-4	-5	.
O=C(O)C1CN2CCC1CC2 (stereo not given)	-3	-4	0	4	-3	0.5	1	-5	99
C=CCn1c(O)c(C(CC)=Nc2cc(OC)ccc2OC)c(=O)[nH]c1=O	-12	-1	-9	2	-18	-0.2	18	-3	97
Cc1cc(=O)oc2cc3c(cc12)CCCN3	0	5	3	-2	24	-0.9	-1	-10	105
COc1ccc(-c2nc3ccccc3c(=O)n2-c2ccc(OC)cc2)cc1	-6	4	15	4	45	-3.2	3	-2	104
COc1ccc(N2CC2c2ccncc2)cc1 (stereo not given)	0	7	4	-3	-4	2.5	5	-6	100
Cc1c(C(c2ccc(O)cc2)c2c(O)c3ccccc3oc2=O)c(=O)n(-c2ccccc2)n1C (stereo not given)	7	2	12	6	33	0.0	1	-5	96
CCOc1ccc(N2C(=O)NC(=O)/C(=C\c3cc(OC)c(OC)cc3[N+](=O)[O-])C2=O)cc1	-12	-1	7	2	14	0.6	3	.	89
COc1ccccc1C1=NCc2nnc(CSC)n2-c2ccc(Cl)cc21	.	5	-11	3	.	-4.6	3	1	.
CCOc1ccc(-n2c(O)c(N=Nc3ccc([N+](=O)[O-])cc3)c(=O)[nH]c2=O)cc1	-24	-2	7	-10	17	-0.7	3	-8	95
COc1ccc(N2C(=O)NC(=O)C(CCc3ccncc3)(CCc3ccncc3)C2=O)cc1	-7	6	16	4	-11	0.5	8	2	98
Cc1c(C=C2C(=O)N(C)C(=O)N(C)C2=O)c(=O)n(-c2ccccc2)n1C	-2	6	-34	-2	-8	5.7	12	-3	96
O=[N+]([O-])NC1=NCCN1Cc1ccc(Cl)nc1	9	1	6	-2	20	0.7	2	-3	100
Cc1cc(C)nc(NC2=NCCS2)n1	-2	3	0	-1	33	0.6	5	2	103
CN(C)C(=O)Oc1ccc2c(c1)O/C(=C\c1cccc(Cl)c1)C2=O	-3	-3	1	3	44	0.5	3	-5	104
NC(=O)CN1C2CCC1CC(NC(=O)C1CC1)C2 (stereo not given)	0	0	15	3	1	6.3	-6	-8	95
COCCCN=Cc1c(O)[nH]c(=S)[nH]c1=O	-5	-1	-8	-5	12	2.1	4	-4	104
Clc1cccc(N2CCNCC2)c1	.	2	-10	3	.	0.1	-7	-5	.
CN1C(=O)N(C)C(=O)C2(Cc3cc([N+](=O)[O-])ccc3N(C)C2c2ccccc2)C1=O (stereo not given)	-4	1	-5	0	7	-8.8	1	-3	88
Cc1cc(C(=O)OCC(=O)Nc2ccc(F)cc2)c(C)n1C1CC1	.	5	-34	8	.	12	10	-3	.
C=CCn1c(O)c(C(C)=Nc2cccc(C(=O)O)c2)c(=O)[nH]c1=O	-5	-5	-2	-1	-25	0.0	17	-2	100
Cc1nn(Cc2ccccc2)c(C)c1C(=O)NCc1ccccc1	5	4	12	-2	32	-3.8	0	-1	98
O=C(Cc1ccccc1)N1CCN(Cc2cccnc2)CC1	10	-4	20	1	13	0.1	-4	-6	106
O=[N+]([O-])[N-][n+]1cnn(Cc2ccccc2)c1	9	-2	21	2	-12	-2.8	1	-1	102
N#Cc1ccc(NC(=O)CN2CCCC2)cc1Cl	7	5	7	-3	16	1.5	5	-5	102
COc1ccc(CC2C(=O)NC(=O)N(c3ccccc3)C2=O)c(OC)c1 (stereo not given)	0	-2	6	-2	24	-0.3	4	-2	100
CCSc1nnc([C@@H](N)Cc2ccccc2)o1	-30	4	19	0	7	-1.6	-2	-6	102
COc1cccc(C2(O)CCN(CC(=O)Nc3nc(C)cs3)CC2)c1	12	3	4	4	37	2.4	-5	-2	110
COC(=O)C(O)(c1ccc(N(C)C(=O)OC(C)C)cc1)C(F)(F)F (stereo not given)	-7	4	1	0	-1	6.4	7	-1	100
O=C(CCN1C(=O)COc2ccccc21)N1CCC2(CC1)OCCO2	2	-4	10	0	16	-1.4	-5	-11	87
O=C(c1ccc(-c2ccccc2)c(F)c1)C1CCCN(CCO)C1 (stereo not given)	-7	2	-25	-1	60*	-1.8	-5	-5	105
CC12C=CC(=O)C=C1CCC1C2C(=O)CC2(C)C(=O)CCC12 (stereo not given)	.	.	-1	2	.	3.3	-1	-1	.

11 neighbouring records already listed:
SMILES	p-CIP stab down	IDE cell inh	CRFBP-R2 block	IDE act	PHOSPHO1 block	CRFR2-BP ag	M4 PAM	GalR3 antagonist	MEKK3 PB1 HTS
CN(C)C(=O)Oc1ccc2c(c1)O/C(=C\c1cccc(Cl)c1)C2=O	-3	-3	1	3	44	0.5	3	-5	104
NC(=O)CN1C2CCC1CC(NC(=O)C1CC1)C2 (stereo not given)	0	0	15	3	1	6.3	-6	-8	95
COCCCN=Cc1c(O)[nH]c(=S)[nH]c1=O	-5	-1	-8	-5	12	2.1	4	-4	104
Clc1cccc(N2CCNCC2)c1	.	2	-10	3	.	0.1	-7	-5	.
CN1C(=O)N(C)C(=O)C2(Cc3cc([N+](=O)[O-])ccc3N(C)C2c2ccccc2)C1=O (stereo not given)	-4	1	-5	0	7	-8.8	1	-3	88
Cc1cc(C(=O)OCC(=O)Nc2ccc(F)cc2)c(C)n1C1CC1	.	5	-34	8	.	12	10	-3	.
C=CCn1c(O)c(C(C)=Nc2cccc(C(=O)O)c2)c(=O)[nH]c1=O	-5	-5	-2	-1	-25	0.0	17	-2	100
Cc1nn(Cc2ccccc2)c(C)c1C(=O)NCc1ccccc1	5	4	12	-2	32	-3.8	0	-1	98
O=C(Cc1ccccc1)N1CCN(Cc2cccnc2)CC1	10	-4	20	1	13	0.1	-4	-6	106
O=[N+]([O-])[N-][n+]1cnn(Cc2ccccc2)c1	9	-2	21	2	-12	-2.8	1	-1	102
N#Cc1ccc(NC(=O)CN2CCCC2)cc1Cl	7	5	7	-3	16	1.5	5	-5	102

Next structures follow.
SMILES	p-CIP stab down	IDE cell inh	CRFBP-R2 block	IDE act	PHOSPHO1 block	CRFR2-BP ag	M4 PAM	GalR3 antagonist	MEKK3 PB1 HTS
O=C(CF)NC(NC(=S)Nc1cccc([N+](=O)[O-])c1)C(Cl)(Cl)Cl (stereo not given)	6	1	-3	5	-10	-1.6	-7	-6	94
C[C@]12CCC3C(CC[C@@H]4C[C@@H](O)CC[C@]34C)C1CC[C@@H]2O (stereo not given in full)	.	.	0	0	.	-1.9	-2	-4	.
c1ccc2c(c1)Nc1ccccc1S2	1	2	7	-5	4	-0.6	-5	.	91
CN(c1ccc(OCC(=O)N2CCN(C/C=C/c3ccccc3)CC2)cc1)S(=O)(=O)c1cccs1	-4	0	2	0	-19	1.2	-22	-9	102
COC(=O)C1=C(C(=O)OC)SC2(S1)C(C(=O)OC)=C(C(=O)OC)Sc1c2ssc1=O	.	.	-12	-15	.	15	5	7	.
COc1ccc(CCNCc2cccc(C(F)(F)F)c2)cc1OC	0	6	-3	3	32	0.9	-6	-4	87
COC(=O)C1=C(c2ccc(-c3ccccc3)c(F)c2)C[C@@H]2CC[C@H]1N2C(=O)NCc1cccc2ccccc12	.	5	-2	4	.	4.0	4	-8	.
CCCC(C)n1[nH]c(=O)c2c1NC(=O)CSC2c1ccc(OC)cc1 (stereo not given)	-17	3	19	3	12	-1.5	5	-3	.
C[C@]12CCC3[C@@H](CC[C@@H]4C[C@H](O)CC[C@]34C)[C@@H]1CCC2=O (stereo not given in full)	.	0	-9	7	.	0.7	0	-3	.
O=C(COC(=O)c1cccc(O)c1)Nc1ccc(Cl)cc1C(=O)c1ccccc1	-17	4	6	3	-2	0.4	-2	-4	96
CCOC(=O)c1cccc(C2=C(CNC(=O)c3nccs3)[C@H]3CC[C@@H](C2)N3Cc2ccccc2)c1	.	.	-2	.	.	1.5	-5	-5	.
Cc1cccc(C(O)(C(=O)NNC(=O)CN2CCN(C)CC2)c2cccc(C)c2)c1	-3	-4	3	0	-1	-1.7	11	3	90
CCCCCCC(=O)c1c(O)n(-c2ccc(OC)cc2)c(=O)[nH]c1=O (tested in a mixture with another compound)	-17	1	-12	2	24	-2.0	-7	-4	106
O=C(Cn1nc(-c2ccc(Cl)cc2)ccc1=O)N1CCC2(CC1)OCCO2	0	6	19	3	2	-1.4	-3	-3	103
CN1CC[C@]23c4c5ccc(O)c4OC2[C@H](O)C=CC3[C@H]1C5 (stereo not given in full)	.	9	-15	3	.	0.5	-1	-3	.
COCCn1cc(C(=O)N2CCC3(CC2)OCCO3)c2c3ccccc3n(C)c2c1=O	4	0	10	-1	14	1.6	-1	-6	96
Cc1ccc(CN2CCC3CCC(C3)C2)c(O)c1 (stereo not given)	.	.	15	2	.	-2.8	-10	-5	.
CN1CCN(c2ccc(F)cc2N)CC1	11	0	5	-1	38	1.3	-6	-6	96
CC(C)CC12CN3CCN(CC(C3)/C1=N/O)C2	-4	10	2	3	0	0.3	-3	-2	94
